# From PubChem
# SR-BI DiI inh: inhibitors of SR-BI mediated HDL lipid uptake, primary screen, ldlA[mSR-BI] cells, fluorescence, single point; Scavenger receptor class B member 1 (Mus musculus), Q61009; inhibition, % at 12.5 µM; AID 488896, 2010; ldlA[mSR-BI] CHO cells, DiI-HDL uptake fluorescence, 3 h; actives 0.96% (n = 320,000);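 active means mean replicate inhibition of at least 70% and a set share of replicates each scoring 70 or more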;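 further: 0% = median of neutral control wells and 100% = median of positive control wells; values of inactives mirror those of a sister screen read the other way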
# NSD2 HMT inh: NSD2 histone methyltransferase inhibitors, primary screen, biochemical, AlphaScreen, single concentration, set 2; NSD2 peptide methylation, 120 min; AID 743445, 2014; Histone-lysine N-methyltransferase NSD2 (Homo sapiens), O96028; actives 0.54% (n = 310,000); inhibition, % at 12.5 µM; in the data active means inhibition above about 50%
# LANA DNA inh: inhibitors of KSHV C-LANA binding to DNA, primary screen, biochemical, fluorescence polarization, FAM-LBS DNA, MBP-C-LANA, single point; Kaposi's sarcoma herpesvirus LANA C-terminal domain (residues 932-1162) DNA binding; inhibition, % at 9 µM; actives 0.078% (n = 340,000);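 active means highest replicate inhibition at or above 60% at 9 µM, even if other replicates fall short; inactive means all replicates below 60% inhibition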;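 further: 0% = neutral control wells and 100% = 4 µM acridine orange control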
# PKA-R2B act: activators of PKA-R2B holoenzyme, primary screen, biochemical, fluorescence polarization, Cy5-IP20, human; cAMP-dependent protein kinase catalytic subunit beta (Homo sapiens) + cAMP-dependent …; PKA-R2B holoenzyme dissociation; R2B truncated from residue 108, S112A mutant; 0% DMSO only, 100% 113 µM cGMP; activation, % at 11.4 µM; actives 0.079% (n = 340,000); AID 504700, 2011;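 active means activation above a cutoff set at the mean over all compounds plus 3 SD, cut at about 18% in these data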;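 further: higher means more holoenzyme dissociation and a rise in polarization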
# Target sequence (P31323 whole entry, looked up, other chains not shown, the tested form may be a part): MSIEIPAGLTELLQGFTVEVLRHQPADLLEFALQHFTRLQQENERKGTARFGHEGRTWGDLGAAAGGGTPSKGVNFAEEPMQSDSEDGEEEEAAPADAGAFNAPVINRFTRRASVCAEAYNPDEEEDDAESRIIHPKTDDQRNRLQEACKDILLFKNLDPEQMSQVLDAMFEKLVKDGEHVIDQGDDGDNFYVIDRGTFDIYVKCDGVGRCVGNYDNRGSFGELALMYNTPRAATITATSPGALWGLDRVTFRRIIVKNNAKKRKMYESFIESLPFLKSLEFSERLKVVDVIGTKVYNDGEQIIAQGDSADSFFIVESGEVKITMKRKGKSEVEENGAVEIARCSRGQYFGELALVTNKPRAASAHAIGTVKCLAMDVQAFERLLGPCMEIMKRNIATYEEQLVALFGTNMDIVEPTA
# Keap1-Nrf2 PPI: Keap1-Nrf2 protein-protein interaction inhibitors, primary screen, biochemical, fluorescence polarization, single point; Kelch-like ECH-associated protein 1 (Homo sapiens), Q14145; Keap1 Kelch-Nrf2 peptide fluorescence polarization, 1536-well; inhibition, % at 9.4 µM; actives 0.15% (n = 340,000); in the data active means inhibition above about 12%;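 further: human Keap1 Kelch domain with fluorescein labeled Nrf2 9mer peptide probe; 0% = neutral control wells and 100% = peptide positive control; higher means more block of Keap1 binding to Nrf2 peptide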
# Target sequence (Q14145 whole entry, looked up, the tested form may be a part): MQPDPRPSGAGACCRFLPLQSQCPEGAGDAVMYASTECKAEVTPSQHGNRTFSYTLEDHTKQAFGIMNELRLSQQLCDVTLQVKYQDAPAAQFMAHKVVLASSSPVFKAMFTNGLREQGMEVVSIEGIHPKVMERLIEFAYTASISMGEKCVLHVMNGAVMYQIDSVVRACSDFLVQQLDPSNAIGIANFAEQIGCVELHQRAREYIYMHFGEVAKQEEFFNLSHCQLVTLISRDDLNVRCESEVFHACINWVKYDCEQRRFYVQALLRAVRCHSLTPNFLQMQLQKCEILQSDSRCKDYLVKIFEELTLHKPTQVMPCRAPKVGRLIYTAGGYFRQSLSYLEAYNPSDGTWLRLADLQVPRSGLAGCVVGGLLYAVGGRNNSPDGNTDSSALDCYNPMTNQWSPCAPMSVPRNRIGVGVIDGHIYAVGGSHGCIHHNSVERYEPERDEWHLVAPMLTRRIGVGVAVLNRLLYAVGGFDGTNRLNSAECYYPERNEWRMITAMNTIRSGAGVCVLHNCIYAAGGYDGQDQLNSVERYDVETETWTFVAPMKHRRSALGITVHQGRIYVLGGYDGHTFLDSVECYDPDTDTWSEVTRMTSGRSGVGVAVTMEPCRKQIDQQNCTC
# Arr AP2 block: inhibitors of beta-arrestin/AP2 binding, primary screen, biochemical, GPCR trafficking, flow cytometry; beta-arrestin 1 C-terminal peptide binding to AP2 beta2-adaptin appendage (human); FITC-arrestin peptide / GST-AP2 beads; AP2 beta2 appendage carries R879A mutation; inhibition, % at 10 µM; actives 0.31% (n = 340,000);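 active means inhibition above a set limit, near 3 SD of compounds lacking own fluorescence, cut at about 54% in these data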;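 further: plate controls were DMSO wells for no effect and 5 µM unlabelled arrestin peptide for full effect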
#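 Test system: GST-tagged AP2 beta2-adaptin appendage (R879A) on 4 µm glutathione beads; also added: fluorescein-tagged arrestin peptide at 50 nM final; timing: 12 min plus 1 h, RT; signal: flow cytometry, FL1 (488/535 nm); read-out: percent drop in bead-associated FITC signal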
# DAGLB inhibitor: DAGLB lipase inhibitors, primary screen, biochemical, fluorescence, HTS. HEK293T DAGLB membrane lysate, EnzChek fluorogenic substrate. inhibition, % at 5.17 µM. actives 0.059% (n = 340,000); in the data active means inhibition above about 34%;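 further: 0% = enzyme with vehicle and 100% = wells lacking enzyme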
# PvdQ acylase: P. aeruginosa PvdQ acylase inhibitors, primary screen, biochemical, fluorescence, plate reader and imaging, single point; actives 0.063% (n = 340,000); PvdQ acylase [Pseudomonas aeruginosa LESB58]; purified PvdQ acylase; inhibition, % at 10 µM; in the data active means inhibition above about 30%, passing the limit was not always enough;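 further: 0% = vehicle neutral wells and 100% = reference inhibitor wells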
# SR-BI DiI-HDL act: activators of SR-BI mediated DiI-HDL uptake, primary screen, ldlA[mSR-BI] CHO cells, DiI fluorescence; 3 h; 100 = double the neutral-control signal; activation, % at 12.5 µM; actives 0.096% (n = 320,000); AID 504775, 2011;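 active means mean replicate activation of at least 60% and every replicate at or above 60%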;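 further: 0% = median plate neutral-control signal and 100% = twice that signal; values of inactives mirror those of a sister screen read the other way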
#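 Test system: SR-BI-overexpressing, LDLR-lacking CHO cells; Medium: Ham's F12 with 0.5% BSA, HEPES 25 mM, pH 7.4; Schedule: 3 h, 37 °C; Technique: bottom-read fluorescence, 550/595 nm.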
# Cardiac RTF inh: cardiac RTF calcium sensitivity inhibitors, primary screen, biochemical, IANBD-TnC fluorescence, EC70 calcium | Troponin I, cardiac muscle (Homo sapiens) + Troponin T, cardiac muscle (Homo sapiens) + … | IANBD-labeled cardiac RTF, Ca2+ fluorescence | inhibition, % at 7.15 µM | actives 0.12% (n = 340,000) | AID 493244, 2011;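 active means inhibition above the mean inhibition of all tested compounds plus 3 SD, cut at about 17% in these data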;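 further: assay run at fixed EC70 calcium of 1.6 mM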
# Starred values were filed as active, the others as inactive; . = no result given. Rows are unselected; about 2.1% have a hit in one of these screens.
SMILES,SR-BI DiI inh,NSD2 HMT inh,LANA DNA inh,PKA-R2B act,Keap1-Nrf2 PPI,Arr AP2 block,DAGLB inhibitor,PvdQ acylase,SR-BI DiI-HDL act,Cardiac RTF inh
O=C(c1cc(C2CC2)nc2ccccc12)N1N=C(C(F)F)CC1(O)C(F)F (configuration not stated),23,0,0.2,-4,-5,4,2,-16,-23,0
COc1ccc(C2=NNC(c3ccco3)=Nc3ccc(F)cc32)cc1,13,7,-2.3,-2,-3,39,-5,-2,-13,-6
COc1cccc(NS(=O)(=O)c2ccc(C)c(C(=O)N3CCCCC3)c2)c1,-3,-3,-0.4,-4,2,-1,0,-2,.,9
CCOc1ccc(OCCC(=O)NNC(=O)c2cc(C)oc2C)cc1,-6,1,0.9,-12,1,-11,1,3,6,1
CC(C)(C)C(=O)NC(=S)N1CCCC1,-6,-4,-0.3,-8,2,-10,-1,-14,6,-2
CC1=NN(C(=O)c2csc(C)c2)C(O)(C(F)(F)F)C1 (configuration not stated),33,-6,-0.9,3,-6,31,-1,1,-33,-4
COc1ccc(N=C2SC(C(=O)Nc3ccc(F)cc3)CC(=O)N2C)cc1 (configuration not stated),19,2,1.2,-3,-1,4,-6,1,-19,9
COc1cc(C(=O)NCC(=O)NC(C)c2ccc(-n3ccnc3)cc2)cc(OC)c1OC (configuration not stated),2,-1,0.9,-9,2,-11,-1,-16,-2,-12
CC(=O)C1=C(Nc2ccccc2)CC(C)(O)C(C(C)=O)C1c1ccccc1 (configuration not stated),-8,1,1.5,-1,-6,2,1,-12,8,5
COc1cnc(-c2ccccc2)nc1Oc1ccc(Cl)cc1C,0,-3,-1.4,-4,3,36,-1,7,0,-1
COC(=O)c1ccccc1NC(=O)/C=C/c1ccco1,6,-2,1.1,-21,-8,7,-6,12,-6,12
O=C(NC1CCCCC1)c1cc(S(=O)(=O)N2CCOCC2)ccc1Cl,.,-4,-1.8,5,2,3,-1,7,.,-7
Cc1ccc(OCCCCN2CCCCC2)c(C)c1,-16,2,-1.3,-12,3,21,-1,4,16,-11
O=C(CSc1nnc2scc(-c3ccccc3)n12)NCc1ccco1,-12,-2,-0.2,-3,-6,20,-3,-2,12,-1
Cn1nc(-c2ccccc2)c(-c2nc(-c3ccc(Cl)cc3)no2)c1Cl,54,-2,0.5,-6,-3,0,2,-5,-54,-8
CCCS(=O)(=O)N1CCN=C1SCc1ccc(F)cc1,-6,-8,-1.4,4,-1,8,-4,-5,6,-3
O=C(Nc1cccnc1)c1ccc(Cl)cc1[N+](=O)[O-],-17,-3,11,-8,-2,3,2,11,17,-9
CCOc1ccc(N2C(=O)CC(Cc3ccccc3OC)C2=O)cc1 (configuration not stated),17,-3,-0.6,2,3,-12,-1,-12,-17,-9
N#Cc1ccccc1NC(=O)c1ccc2c(c1)OCCO2,.,5,0.4,9,-2,28,-4,11,.,-9
Cn1ccnc1SCC(=O)Nc1ccc(SC(F)F)cc1,23,3,-6.0,8,-7,-8,0,-13,-23,10
Cc1ccc(OC(C)C(=O)Nc2ccc3c(c2)n(C)c(=O)n3C)cc1C (configuration not stated),6,-1,0.9,-4,-3,36,-3,9,-6,8
COc1ccc(NC(=S)N2CCN(C(c3ccccc3)c3ccccc3)CC2)c(OC)c1,6,2,0.2,-3,-3,-4,-1,5,-6,-4
CC(=O)Nc1ccc(N2C(=O)CC(Sc3nc(C)cc(C)n3)C2=O)cc1 (configuration not stated),-21,-4,1.1,-7,-3,-5,0,0,21,-6
Cc1cn(CC(=O)NCc2ccc3c(c2)OCO3)c(=O)[nH]c1=O,-6,.,-1.7,-2,2,-2,-4,-1,6,7
Cc1cccc(N2CCN(C(=O)CCCOc3ccccc3)CC2)c1C,22,1,0.7,-13,-6,-11,-6,-10,-22,4
O=C(CSc1ncn[nH]1)c1cccc([N+](=O)[O-])c1,-3,3,-0.1,-4,-3,15,-1,-6,3,1
COc1ccccc1C(=O)C1CCCN(C(=O)CSc2ccccn2)C1 (configuration not stated),12,-1,5.8,-1,-3,4,-2,15,-12,-7
CCNc1nc(N2CCOCC2)nc(N(c2ccccc2)c2ccccc2)n1,31,-4,-2.4,-1,-7,4,1,-2,-31,-2
Cc1noc(C)c1S(=O)(=O)Nc1ccc2c(c1)C(=O)N([C@H](C)CO)C[C@H](C)[C@@H](CN(C)C(=O)Nc1ccc(C(F)(F)F)cc1)O2,20,.,1.8,-14,-2,10,-1,2,-20,-2
CCCN1C(=O)COc2ccc(-c3n[nH]c(=O)c4ccccc34)cc21,26,-1,-0.6,2,3,-9,-1,-15,-26,-3
CC(=O)Nc1ccc(NC(=O)CSc2nc3ccccc3c(=O)n2CCCN2CCOCC2)cc1,18,-1,1.1,1,-5,-4,2,-18,-18,0
CCCCn1c(N)c(N(Cc2ccccc2)C(=O)COc2ccccc2F)c(=O)[nH]c1=O,-38,-1,.,-4,.,-27,6,7,38,4
CCn1c(=O)c(=O)n(CC)c2cc(S(=O)(=O)Nc3ccc(C)cc3)ccc21,-1,7,14,-6,-2,-1,-1,-7,1,3
Cc1cc(S(=O)(=O)N2CCC3(CC2)OCCO3)c(C)cc1Cl,1,.,-0.1,8,-1,30,-4,-3,-1,-7
O=C(NC1CCCCC1)c1ccc(S(=O)(=O)N2CCCC2)cc1,-10,0,-1.1,6,3,4,-3,8,10,-2
Cc1ccc(/C=N/NC(=O)c2nnn(-c3nonc3N)c2CSc2ccc(Cl)cc2)cc1,9,0,1.5,1,3,14,-1,4,-9,2

# Some of the entries so far, bar-delimited.
canonical_smiles | SR-BI DiI inh | NSD2 HMT inh | LANA DNA inh | PKA-R2B act | Keap1-Nrf2 PPI | Arr AP2 block | DAGLB inhibitor | PvdQ acylase | SR-BI DiI-HDL act | Cardiac RTF inh
CC(=O)Nc1ccc(NC(=O)CSc2nc3ccccc3c(=O)n2CCCN2CCOCC2)cc1 | 18 | -1 | 1.1 | 1 | -5 | -4 | 2 | -18 | -18 | 0
CCCCn1c(N)c(N(Cc2ccccc2)C(=O)COc2ccccc2F)c(=O)[nH]c1=O | -38 | -1 | . | -4 | . | -27 | 6 | 7 | 38 | 4

# The listing continues.
SMILES,SR-BI DiI inh,NSD2 HMT inh,LANA DNA inh,PKA-R2B act,Keap1-Nrf2 PPI,Arr AP2 block,DAGLB inhibitor,PvdQ acylase,SR-BI DiI-HDL act,Cardiac RTF inh
COc1ccc(/C=C2\SC(=S)N(CC(=O)OCC(=O)Nc3ccc([N+](=O)[O-])cc3OC)C2=O)cc1,-23,1,-0.7,-4,2,-10,0,-13,23,-15
COc1cccc(C(=O)Nc2ccc3c(c2)n(C)c(=O)n3C)c1,17,-1,-3.8,-1,-9,3,1,-11,-17,-3
COc1cccc(C2CC(c3cccs3)Nc3ncnn32)c1 (configuration not stated),8,0,-2.6,6,6,12,0,-3,-8,6
COc1ccc(OC)c2c(C)cc(NCCN3CCOCC3)nc12,-15,3,-0.8,-6,-6,-35,-2,-15,15,-2
CSCCC1COC(c2cccs2)=N1 (configuration not stated),-12,-5,3.0,-8,-3,-8,-1,-10,12,15
Cc1ccc2[nH]c(=O)c(CN(C)C(=O)c3cccs3)cc2c1,-14,3,0.1,8,-1,38,-1,6,14,-2
OCc1nc2ccccc2n1CC(O)Cn1ccc2ccccc21 (configuration not stated),-13,3,0.3,-8,6,1,1,-15,13,-6
CCCCOc1ccc(C(=O)NCC(=O)NC2CCCCC2)cc1,-12,0,1.7,-1,-4,-1,0,-7,12,-8
O=C(CN1C(=O)NC2(CCCC2)C1=O)OCCOc1ccccc1Cl,23,-1,-0.5,-10,1,5,2,-4,-23,-27
Cc1cc(OC(C)C(=O)NCC(O)c2ccccc2)c2c(C)cc(=O)oc2c1 (configuration not stated),2,0,-0.8,4,-4,26,-3,7,-2,-6
Cc1cc(COc2ccccc2OCc2cc(C)no2)on1,-29,2,-0.4,-2,-9,1,-2,-14,29,-7
CC(C)N1CN=C(Nc2nc3ccccc3o2)NC1,-12,-7,1.2,0,2,25,-1,0,12,-1
O=C(Nc1cc(C(F)(F)F)ccc1N1CCOCC1)c1ccccc1,43,-1,-0.5,4,-6,1,-3,-11,-43,6
COc1ccc(C(=O)N(C)c2c(C)n(C)n(-c3ccccc3)c2=O)cc1OC,-14,1,-0.4,-14,-1,4,-4,1,14,0
Cc1ccc(S(=O)(=O)N2CCCC(C(=O)NCCc3ccc(S(N)(=O)=O)cc3)C2)cc1 (configuration not stated),10,1,-0.6,-16,-6,5,0,-1,-10,-9
CCCSc1nc2cc(C)c(C)cc2n1CC(C)O (configuration not stated),-6,3,2.0,-3,0,-1,-4,-1,6,-3
CC(C)(C)n1nc2c(c1NC(=O)C1CC(=O)N(c3ccc(Cl)cc3)C1)CS(=O)(=O)C2 (configuration not stated),-21,0,1.2,8,-5,-6,1,-18,21,-1
COc1cccc(CC(=O)Nc2ccc(N3CCOCC3)c(S(=O)(=O)Nc3ccccc3OC)c2)c1,-12,-3,-0.2,0,2,9,-4,9,12,-8
Cc1ccccc1CN1C(=O)c2ccccc2S(=O)c2ccc(C(=O)NCCCN3CCOCC3)cc21 (configuration not stated),-2,-1,1.6,-4,-1,6,2,-1,2,-5
CN(C)/C=C1\N=C(c2ccccc2)OC1=O,-4,2,-1.4,-16,-2,23,-3,10,4,1
C=CCn1c(SCC(=O)Nc2cc(C)on2)nnc1-c1ccccc1OC,-21,0,-1.1,-12,0,28,0,4,21,-3
C[C@@H](C[C@@H](O)[C@H](O)C(C)(C)O)[C@@H]1CC[C@]2(C)C3=CC[C@H]4C(C)(C)C(=O)CC[C@]4(C)[C@H]3CC[C@@]12C,61,.,1.3,1,-3,1,-21,-10,-61,-6
CCN(C[C@H]1N[C@@](Cc2ccccc2)(C(=O)OC)[C@H]2C(=O)N(Cc3ccccc3)C(=O)[C@@H]12)S(=O)(=O)c1ccc(C(F)(F)F)cc1,0,.,0.2,0,-3,1,-10,-13,0,-3
CC(OC(=O)CNC(=O)C12CC3CC(CC(C3)C1)C2)C(=O)Nc1ccc(S(N)(=O)=O)cc1 (configuration not stated),0,1,0.9,-13,0,0,0,-9,0,-8
